APP 5'UTR act: activators of APP 5'UTR luciferase reporter, primary screen, SH-SY5Y cells; SH-SY5Y APP 5'UTR luciferase reporter, luminescence; zero percent = DMSO vehicle wells; activation, % at 2 µM; 1% of 190,000 active;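 active = activation above a set limit, based on mean plus 3 SD of controls, cut at about 140% in these data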; also: values of inactives mirror those of a sister screen read the other way
FLuc inh counter: firefly luciferase enzyme inhibitors, primary screen, artefact control for luciferase-based inhibitor screens, biochemical, luminescence, ATPLite; inhibition, % at 10 µM; 10 min; 1.5% of 200,000 active; Luciferin 4-monooxygenase (Photinus pyralis), P08659; AID 1006, 2008;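 active = inhibition above about 50% when tested at 10 µM, limit read from the data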
APP 5UTR inh: inhibitors of APP translation via 5'UTR reporter, primary screen, APP 5'UTR luciferase, SH-SY5Y cells; SH-SY5Y APP 5'UTR-luciferase reporter, luminescence; 0.82% of 190,000 active; inhibition, % at 2 µM;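 active = inhibition above a set limit, derived from the sample mean plus 3 SD, cut at about 45% in these data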; also: values of inactives mirror those of a sister screen read the other way
STAT3 inh: IL-6 driven STAT3 reporter inhibitors, primary screen, U3A cells, luciferase, luminescence, MLSCN library. inhibition, % at 5.5 µM. 0.89% of 190,000 active. IL-6 STAT3-luciferase reporter; host cell line lacks STAT1;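 active = inhibition above the mean inhibition across all screened compounds plus 3 SD, cut at about 44% in these data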;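 also: 0% = DMSO only wells and 100% = 100 µM nifuroxazide control wells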
STAT1 act: STAT1 signaling activators, primary screen, cell-based, HTS, luciferase reporter; NIH 3T3 STAT1-luciferase reporter, IFN-gamma, luminescence; 100% = IFN-gamma alone, no compound; activation (% of control), % at 5.5 µM; 2.6% of 200,000 active; AID 932, 2007;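 active = activation above the screen-wide mean activation plus 3 SD, cut at about 130% in these data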;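 also: raw ratio to IFN-gamma control signal so 100% means no change and 0% no light; values of inactives mirror those of a sister screen read the other way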
FLuc act counter: FLuc activators, initial screening, artefact control for FLuc-dependent activation tests, biochemical, ATPlite luminescence; 200,000 tested, under 10 active; activation factor at 10 µM; ATPlite luciferase biochemical, 10 min; 0 = ATP-free wells, 1 = DMSO control;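 active = luciferase activation factor, scaled between plate controls, of at least 2 with compound at 10 µM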
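test system = cell-free luciferase reagent | medium = PBS as buffer for the ATP substrate | dosing = test compounds dosed from 2 mM stocks in 100% DMSO | incubation = 10 min at ambient temperature | detection = luminescence measurement of luciferase light output | benchmarks = low control with PBS replacing ATP, high control enzyme plus ATP without compound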
ROMK primary: ROMK potassium channel modulators, primary screen, cell-based, thallium flux, MLSMR library; B-score at 10 µM; 2% of 130,000 active; ATP-sensitive inward rectifier potassium channel 1 (Homo sapiens), P48048; Tet-inducible ROMK, thallium flux fluorescence; actives lie on both sides;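 active = signal ratio slope over the read window, or its plate-corrected B-score, at least 3 SD from the plate mean, either direction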;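 also: B-score of the F/F0 ratio slope over 7 to 12 s after thallium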
Target sequence (P48048 whole entry, looked up): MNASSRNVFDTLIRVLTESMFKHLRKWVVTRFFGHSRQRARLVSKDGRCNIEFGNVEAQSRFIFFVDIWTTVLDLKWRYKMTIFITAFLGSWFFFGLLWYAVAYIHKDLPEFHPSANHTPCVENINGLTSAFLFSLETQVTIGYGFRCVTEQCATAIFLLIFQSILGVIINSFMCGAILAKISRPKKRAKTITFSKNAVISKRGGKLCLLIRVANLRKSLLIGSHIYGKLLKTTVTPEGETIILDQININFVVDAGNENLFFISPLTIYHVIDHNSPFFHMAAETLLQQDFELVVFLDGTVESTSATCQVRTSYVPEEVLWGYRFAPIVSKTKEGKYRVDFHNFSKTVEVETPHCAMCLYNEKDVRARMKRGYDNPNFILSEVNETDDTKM
STAT1 inh: STAT1 signaling inhibitors, primary screen, cell-based, HTS, luciferase reporter; NIH 3T3 STAT1-luciferase reporter, IFN-gamma, luminescence; 0.35% of 200,000 active; inhibition, % at 5.5 µM;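 active = inhibition above a set limit, the mean inhibition across all tested compounds plus 3 SD, cut at about 34% in these data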;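 also: 0% = IFN-gamma with DMSO and 100% = IFN-gamma with 300 µM nifuroxazide; values of inactives mirror those of a sister screen read the other way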
NF-kB neuron act: activators of NF-kB expression in neurons, primary screen, cell-based, HTS | AID 1239, 2008 | human neuronal cells, NF-kB reporter expression; stronger effect = higher value | 1.6% of 190,000 active | fold change at 12.5 µM; in the data active = fold change above about 3.3
STAT3 activator: IL-6 driven STAT3 reporter potentiators, primary screen, U3A cells, luciferase, luminescence, MLSCN library. IL-6 STAT3-luciferase reporter; 100% = signal with IL-6 EC80 alone. activation (% of control), % at 5.6 µM. 0.91% of 190,000 active;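 active = activation above the screen-wide mean of compound activation plus 3 SD, cut at about 130% in these data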;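 also: 0% = background luminescence of wells with medium and substrate only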
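Test system: STAT3-luciferase reporter U3A cells; Detection: reporter luminescence signal; Times: 1 h compound pre-exposure, 6 h IL-6 stimulation, 37 °C; Benchmarks: IL-6-only high control; Also added: IL-6 stimulus at 33 ng/mL final.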
Starred values were filed as active, the others as inactive; / = no result given. An excerpt; count on the stated rates, not on these rows.

Labels used below – A = APP 5'UTR act; B = FLuc inh counter; C = APP 5UTR inh; D = STAT3 inh; E = STAT1 act; F = FLuc act counter; G = ROMK primary; H = STAT1 inh; I = NF-kB neuron act; J = STAT3 activator
(1) Cc1ccc(C(=O)C2CN3CCC2CC3)cc1 (stereo not given)
  A: 3.4	B: 2.3	C: -3.4	D: -9.0	E: 105.4	F: 1	G: /	H: -5.9	I: 1.14	J: 111.1

(2) Cc1cccc2c(CCN)c[nH]c12
  A: -4.3	B: 1.4	C: 4.3	D: 0.0	E: 104.2	F: 1	G: -0.493	H: -2.7	I: 1.07	J: 104.3

(3) O=[N+]([O-])/C=C1/NCCN1Cc1ccc(Cl)nc1
  A: 1.3	B: -1.3	C: -1.3	D: 9.9	E: 102.1	F: 1	G: -0.00915	H: -4.6	I: 1.06	J: 96.1

(4) O=C(COC(=O)Cc1ccccc1)Nc1ccc(SC(F)F)cc1
  A: -0.2	B: 6.5	C: 0.2	D: 1.2	E: 103.3	F: 0.9	G: /	H: -3.6	I: 1.08	J: 97.8

(5) CCOC(=O)c1c(/N=C/c2c(O)n(-c3ccccc3F)c(=S)[nH]c2=O)sc2c1CCCC2
  A: -6.7	B: -0.6	C: 6.7	D: -12.5	E: 100.9	F: 1	G: -2.47	H: -0.9	I: 0.93	J: 110.7

(6) CCOC(=O)C1(CCc2ccccc2)CCN(Cc2csc(C(C)=O)c2)CC1
  A: 15.2	B: 0.3	C: -15.2	D: 9.3	E: 96.5	F: 1	G: -0.912	H: 2.3	I: 0.93	J: 95.6

(7) Cn1c(O)c(C=NCCCC(=O)O)c(=O)n(C)c1=O
  A: 15.1	B: -3.8	C: -15.1	D: -14.1	E: 100.0	F: 1	G: 0.726	H: 0.0	I: 1.04	J: 108.9

(8) CCN(CC(=O)Nc1ccc(C#N)c(Cl)c1)CC(=O)NC(C)(C)C
  A: -3.0	B: -5.3	C: 3.0	D: -14.1	E: 102.9	F: 1.1	G: -1.07	H: -4.4	I: 0.91	J: 114.8

(9) CCCS(=O)(=O)N1CCCC(C(=O)N2CCC3(CC2)OCCO3)C1 (stereo not given)
  A: /	B: -6.4	C: /	D: 0.6	E: 104.1	F: 1.1	G: /	H: -4.5	I: 1.19	J: 104.7

(10) COc1cc(/C=C2/C(=O)NC(=O)N(c3ccccc3)C2=O)ccc1O
  A: -5.2	B: -5.3	C: 5.2	D: -4.9	E: 94.0	F: 1.1	G: -0.873	H: 6.0	I: 1.23	J: 105.2

(11) CCC1=C(C)C(N2CCOCC2)=NP(N2CCOCC2)(N2CCOCC2)=N1
  A: 7.3	B: -2.6	C: -7.3	D: -2.0	E: 105.3	F: 1	G: 0.654	H: -5.8	I: 0.99	J: 105.7

(12) Cc1cc(/C=C2\C(=O)NC(=O)N(c3cccc(F)c3)C2=O)c(C)n1-c1cc(C(=O)O)cc(C(=O)O)c1
  A: -5.3	B: -6.4	C: 5.3	D: -0.7	E: 104.9	F: 1.1	G: 0.078	H: -7.3	I: 1.02	J: 102.5

(13) COC(=O)C1C2c3ccccc3OC1(C)N=c1s/c(=C/c3cnn(C)c3)c(=O)n12 (stereo not given)
  A: -12.2	B: -5.8	C: 12.2	D: 2.4	E: 105.2	F: 1.1	G: /	H: -4.2	I: 0.63	J: 103.6

(14) c1ccc2c(CCNCc3ccc4c(c3)OCO4)c[nH]c2c1
  A: 11.7	B: 0.3	C: -11.7	D: 7.9	E: 89.9	F: 1	G: /	H: 10.9	I: 0.87	J: 95.1

(15) COc1cccc(C(=O)C2CCCN(Cc3cccc4c3OCO4)C2)c1 (stereo not given)
  A: 2.2	B: -7.9	C: -2.2	D: -0.1	E: 94.2	F: 1.1	G: 0.0602	H: 6.1	I: 1.04	J: 105.3

(16) O=C(c1ccc(CNS(=O)(=O)c2ccc(Br)cc2)cc1)N1CCC2(CC1)OCCO2
  A: 1.7	B: -4.4	C: -1.7	D: 5.9	E: 102.7	F: 1	G: -0.75	H: -3.0	I: 1.24	J: 98.0

(17) Oc1c(Br)cc(Br)cc1Oc1ccc(Br)cc1Br
  A: 1.6	B: -6.1	C: -1.6	D: -16.2	E: 109.0	F: 1.1	G: 0.533	H: -9.9	I: 0.93	J: 111.2

(18) CCOP1(=S)Oc2cc3c(cc2C(C(=O)OC)(C(F)(F)F)O1)OCO3 (stereo not given)
  A: 9.4	B: -7.8	C: -9.4	D: 13.9	E: 96.7	F: 1.1	G: 0.264	H: 4.9	I: 1.11	J: 92.0

(19) O=C1/C(=C/c2ccncc2)N2CCC1CC2
  A: 32.0	B: -0.8	C: -32.0	D: 3.3	E: 90.2	F: 1	G: 0.205	H: 11.1	I: 1.12	J: 97.8

(20) O=C1c2ccccc2C(=O)N1Cc1nc2ccccc2c(=O)n1-c1cccnc1
  A: 2.8	B: -6.7	C: -2.8	D: -8.2	E: 102.4	F: 1.1	G: -0.544	H: -5.7	I: 1.48	J: 108.1

(21) O=c1[nH]c(O)c(N=Nc2cc(C(F)(F)F)ccc2Cl)c(=O)[nH]1
  A: 14.2	B: -1.2	C: -14.2	D: 2.8	E: 101.1	F: 1	G: 0.00373	H: -1.5	I: 1.3	J: 104.3

(22) Cc1cc(C=C2C(=O)NC(=O)NC2=O)c(C)n1-c1ccncc1
  A: 34.4	B: -2.2	C: -34.4	D: 4.0	E: 96.7	F: 1	G: -3.19*	H: 3.0	I: 1.36	J: 98.5

(23) CC1=NN(c2ccccc2)C(=O)/C1=C/c1c(O)[nH]c(=O)[nH]c1=O
  A: 13.1	B: 3.6	C: -13.1	D: -47.0	E: 103.8	F: 1	G: 0.654	H: -4.5	I: 1.67	J: 142.6*

(24) Cc1ccc(OCC(=O)N2CCN(C)CC2)c(Br)c1
  A: /	B: -6.8	C: -16.2	D: -3.2	E: 114.9	F: 1.1	G: -0.0569	H: -16.9	I: 1.34	J: 105.3

(25) CCCNS(=O)(=O)c1ccc(OCC(=O)N2CCN(C)CC2)cc1
  A: -20.7	B: -1.8	C: 20.7	D: 0.9	E: 91.7	F: 1	G: /	H: 9.0	I: 0.85	J: 100.1

(26) Cc1ccc(-n2c(O)c(C=NCCC3=CCCCC3)c(=O)[nH]c2=O)cc1
  A: -10.0	B: -7.2	C: 10.0	D: 29.5	E: 103.5	F: 1.1	G: -0.142	H: -5.5	I: 1.58	J: 76.7

Retrieved one by one from the entries so far, two records:
Labels used below – A = APP 5'UTR act; B = FLuc inh counter; C = APP 5UTR inh; D = STAT3 inh; E = STAT1 act; F = FLuc act counter; G = ROMK primary; H = STAT1 inh; I = NF-kB neuron act; J = STAT3 activator
(20) O=C1c2ccccc2C(=O)N1Cc1nc2ccccc2c(=O)n1-c1cccnc1
  A: 2.8	B: -6.7	C: -2.8	D: -8.2	E: 102.4	F: 1.1	G: -0.544	H: -5.7	I: 1.48	J: 108.1

(12) Cc1cc(/C=C2\C(=O)NC(=O)N(c3cccc(F)c3)C2=O)c(C)n1-c1cc(C(=O)O)cc(C(=O)O)c1
  A: -5.3	B: -6.4	C: 5.3	D: -0.7	E: 104.9	F: 1.1	G: 0.078	H: -7.3	I: 1.02	J: 102.5

Copied from the entries so far (three entries):
Labels used below – A = APP 5'UTR act; B = FLuc inh counter; C = APP 5UTR inh; D = STAT3 inh; E = STAT1 act; F = FLuc act counter; G = ROMK primary; H = STAT1 inh; I = NF-kB neuron act; J = STAT3 activator
(17) Oc1c(Br)cc(Br)cc1Oc1ccc(Br)cc1Br
  A: 1.6	B: -6.1	C: -1.6	D: -16.2	E: 109.0	F: 1.1	G: 0.533	H: -9.9	I: 0.93	J: 111.2

(18) CCOP1(=S)Oc2cc3c(cc2C(C(=O)OC)(C(F)(F)F)O1)OCO3 (stereo not given)
  A: 9.4	B: -7.8	C: -9.4	D: 13.9	E: 96.7	F: 1.1	G: 0.264	H: 4.9	I: 1.11	J: 92.0

(19) O=C1/C(=C/c2ccncc2)N2CCC1CC2
  A: 32.0	B: -0.8	C: -32.0	D: 3.3	E: 90.2	F: 1	G: 0.205	H: 11.1	I: 1.12	J: 97.8

Screens from PubChem BioAssay.
